Source: PubChem BioAssay (Southern Research Specialized Biocontainment Screening Center)
H1N1 NS1A inhibition: H1N1 influenza NS1A inhibitors, functional cell based assay (AID 504329) | NS1A functional cell-based assay, percent inhibition; higher % means a stronger effect | inhibition, % at 12.5 µM; hits with a dose series show IC50 in µM | 340,000 compounds, 0.3% hits; in the data active = a potency from the dose series; inconclusive = inhibition above about 27% without an active follow-up result; also: strong numbers were not always called active
H37Rv inhibition: M. tuberculosis growth inhibition, HTS (AID 449762) | M. tuberculosis H37Rv growth inhibition, 7H9 media; higher % means a stronger effect | one-dose inhibition, % at 25 µM; IC50 in µM for titrated hits | 330,000 compounds, 0.59% hits; in the data active = a potency from the dose series; inconclusive = inhibition above about 70% without an active follow-up result;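 also: bacterial growth assessed after seven days of incubation; strong numbers were not always called active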
Salmonella PhoP GFP: Inhibition of PhoP regulon, Salmonella typhi GFP reporter cells, confirmation, 4 h (AID 1850). 310,000 compounds, 0.33% hits. Salmonella Typhi PhoP-promoter GFP reporter, fluorescence, 4 h; higher % means a stronger effect. one-dose inhibition, % at 50 µM; IC50 in µM for titrated hits; in the data active = a potency from the dose series; inconclusive = inhibition mostly from about 25% at the one dose, without a potency; inactive = the rest, 99 in 100 with inhibition below about 19%;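 also: 0% = induced wells with vehicle and 100% = uninduced wells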
M. tuberculosis: growth inhibition of non-replicating M. tuberculosis (AID 488890); Mycobacterium tuberculosis non-replicating, growth inhibition; higher % means a stronger effect; one-dose inhibition, % at 25 µM; IC50 in µM for titrated hits; 320,000 compounds, 0.39% hits; in the data active = a potency from the dose series; inconclusive = inhibition mostly from about 82% at the one dose, without a potency; inactive = the rest, 99 in 100 with inhibition below about 76%;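 also: plate controls were DMSO cells for no effect and high antibiotic wells for full effect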
VEEV TC-83 Vero: inhibitors of VEEV TC-83 cytopathic effect, confirmation, Vero cells (AID 588727); inhibition, % at 20 µM, or IC50 in µM where a hit was titrated; Vero cells, VEEV TC-83 cytopathic effect inhibition; higher % means a stronger effect; 350,000 compounds, 0.13% hits; in the data active = a potency from the dose series; inconclusive = inhibition mostly from about 14% at the one dose, without a potency; inactive = the rest, 99 in 100 with inhibition below about 12%; also: strong numbers were not always called active
VEEV TC-83 Vero 10K pilot screen: recorded beside VEEV TC-83 Vero, whose call it bears; inhibition, %; measured here: 10K pilot screen inhibition
Numbers without * were called inactive; i = inactive; ? = inconclusive; . = no result given; & = joins results of further samples. Compounds were not picked by outcome; overall some 1.6% were active at least once.

SMILES	H1N1 NS1A inhibition	H37Rv inhibition	Salmonella PhoP GFP	M. tuberculosis	VEEV TC-83 Vero	others
CC1CCC(CN2C(Nc3ccccc3)=NC[C@@H]2C)CC1 (stereo partly specified)	-5%	-1%	2%	30%	i
Cc1ccc(Sc2cc(Cl)nc(N)n2)cc1	-4%	-3%	-7%	15%	0.7%
C=CCN1C=CC(=C/C=C(/C#N)C(=O)OCC)C=C1	3%	-8%	-25%	-1%	0.4%
COC(=O)c1ccc(C(=O)N2CCCC(Nc3ccc(F)c(F)c3)C2)cc1 (stereo unspecified)	-11%	6%	-6%	25%	6.8%
O=C(N/N=C\c1ccccn1)c1cccc(C(=O)N/N=C\c2ccccn2)n1	-1%	-3%	2%	8%	i
CCOc1ccc(NC(=O)CN(C)C(=O)c2ccccc2OCCOc2ccccc2)cc1OCC	0%	-1%	.	14%	9.5%
CN1CCN(CC(O)(c2ccc(Cl)cc2)c2ccc(Cl)cc2)CC1	-1%	59%	14%	37%	27%
O=C(Cn1c(C(F)(F)F)nc2ccccc21)Oc1cccc(C(F)(F)F)c1	-21%	10%	-8%	10%	i
COc1ccc(OCCCNCCc2ccccc2)cc1	2%	-4%	2%	33%	0.6%
CN(CC(=O)Nc1ccccc1C(F)(F)F)CC(=O)N1CCCCCC1	-12%	-9%	.	-16%	3.1%
Nc1cc(Cl)ccc1N1C(=O)CCC1=O	2%	7%	3%	-9%	i
C=Cc1ccc(C(=O)NC2CCCN(Cc3ccccc3F)C2)cc1 (stereo unspecified)	-3%	3%	-8%	71%	i
COc1ccc(NC(=O)NNC(=O)COc2ccc3cc(Br)ccc3c2)cc1OC	-5%	-5%	-13%	-10%	1.6%
COc1ccc(-c2cc(C(=O)c3c(N)n(C)c(=O)n(C)c3=O)c3ccccc3n2)cc1OC	1%	2%	2%	28%	0.9%
O=C(O)C1C2C=CC(O2)C1C(=O)NCc1ccc(Cl)cc1 (stereo unspecified)	1%	-6%	-9%	79%	2.2%
CCc1nc2ccc(C(=O)NCc3ccco3)cc2nc1CC	20%	11%	8%	21%	2.2%
CC(C)OC(=O)c1ccc2nc3ccccc3nc2c1	34%	?	-8%	?	i
CN(c1cccc(NC(=O)c2ccc(CN3CCc4ccccc4C3)cc2)c1)S(C)(=O)=O	8%	-1%	-2%	7%	i
Cc1nc2ccccn2c1C(=O)/C=C/c1cccc([N+](=O)[O-])c1	-4%	?	-11%	2%	17µM*
O=c1[nH]c(=O)n(CCc2ccccc2)c(O)c1C=NCCCn1ccnc1	7%	7%	-1%	8%	0.7%	VEEV TC-83 Vero 10K pilot screen=0.9
CCOC(=O)C1CCN(S(=O)(=O)CCNC(=O)c2ccc(F)cc2)CC1	-20%	5%	1%	0%	2.6%
Cc1cc(=O)[nH]c(N/N=C/c2ccc(N(C)C)cc2)n1	3%	-3%	8%	-3%	0.8%
Cn1c(=O)c2c(ncn2CC(=O)N2CCN(S(=O)(=O)c3ccc(F)cc3)CC2)n(C)c1=O	-6%	-4%	.	-4%	0.3%
Cc1ccc(CNC(=O)CCNS(=O)(=O)c2cccc3nonc23)cc1	-1%	44%	13%	15%	1.4%
Cc1ccc(CN2C(=O)[C@@H]3Cc4c([nH]c5ccccc45)C(C)(C)N3C2=O)cc1	-1%	69%	-23%	38%	3.0%	VEEV TC-83 Vero 10K pilot screen=2.5
CC1C/C(=N\NC(=O)c2ccc(NS(=O)(=O)c3ccc(Br)cc3)cc2)CC(C)(C)C1 (stereo unspecified)	9%	4%	-6%	.	0.6%
O=c1nc(N/N=C/c2ccccn2)cn[nH]1	1.4µM*	-1%	?	-12%	3.5%
Cc1ccc(SCc2cc(=O)[nH]c(Nc3nc(C)c4cccc(C)c4n3)n2)cc1	5%	-9%	2%	3%	4.6%	VEEV TC-83 Vero 10K pilot screen=3.5
O=C(CCN1CCCCC1)Nc1ccc(Br)cc1C(=O)c1ccccc1	6%	10%	-9%	49%	0.4%
COc1ccc(C(=O)NCCN(C)C)c2nc3ccccc3cc12	-25%	.	.	.	3.2%
O=C(Nc1nnc(SCC(=O)N2CCCc3ccccc32)s1)c1ccc2ccccc2c1	-14%	2%	-10%	17%	13%
CCc1ccc(-c2cc(C)no2)cc1S(=O)(=O)N1CCN(c2ccc(C(C)=O)cc2)CC1	0%	14%	12%	-5%	1.3%
O=C(O)CSc1nnc(-c2ccncc2)n1CCc1ccccc1	-9%	-1%	-3%	11%	1.1%
c1ccc2c(c1)oc1c(NCC3CCCO3)ncnc12 (stereo unspecified)	-3%	-1%	-5%	9%	1.6%
Cc1ccc(-c2nc(N)n(C(=O)c3cccs3)n2)cc1	-2%	0%	-2%	-5%	0.1%
O=C(Cn1c(-c2ccccc2)c[n+]2ccsc12)c1ccccc1	2%	2%	14%	15%	0.6%
N#Cc1cccnc1N1CCN(C(=O)c2ccc3c(c2)S(=O)(=O)c2ccccc2C3=O)CC1	-10%	-4%	-14%	5%	4.5%
CCc1nnc(NS(=O)(=O)c2ccc(NC(=S)NC(=O)c3ccccc3)cc2)s1	10%	-5%	-1%	66%	0.9%
CN(C)c1cc(NC(=O)CNC(C)(C)C)c2ccccc2n1	-6%	0%	7%	-4%	2.7%
Cc1cc(C)c2c3c(oc2n1)C(=O)N(c1cccc(Cl)c1)CC(=O)N3	3%	4%	7%	6%	0.8%
c1ccc(CCn2cnc3ccccc32)cc1	1%	7%	1%	19%	2.2%
CCOc1cc(/C=C2\C(=O)ON=C2C)ccc1OCc1ccccc1	5%	7%	-3%	41%	i
OCC1(Cc2ccccc2F)CCCN(CCc2ccccc2)C1 (stereo unspecified)	-7%	12%	6%	15%	0.2%
O=C(NNS(=O)(=O)c1ccccc1[N+](=O)[O-])c1ccccc1Cl	-5%	8%	-6%	-5%	i
Cc1ccc(/C=C(\NC(=O)c2ccccc2)C(=O)NCC2CCCO2)o1 (stereo unspecified)	-13%	1%	6%	11%	0.1%
Cc1cc(C(=O)CS(=O)(=O)c2ccc(F)cc2)cc(C)c1OC(=O)N(C)C	-14%	-9%	4%	3%	5.2%
CC(=O)N(C)c1ccc(OCC(O)CN(c2ccccc2C)S(=O)(=O)c2ccc(C)cc2)cc1 (stereo unspecified)	1%	-18%	-9%	37%	5.9%
Cc1cc(C)n(-c2nc3c(c(=O)n(C)c(=O)n3C)n2Cc2cccc(Br)c2)n1	-4%	.	.	.	0.5%
Cc1nc(C(F)(F)F)ccc1C(=O)NCC(O)c1ccccc1 (stereo unspecified)	22%	6%	1%	-12%	0.1%
Cc1cc(C)c(S(=O)(=O)c2ccccc2C)c(N(C)C)n1	-2%	-4%	3%	-12%	i
CCSc1nc(-c2ccccc2)nc2c1CCCC2	0%	10%	0%	-7%	i	VEEV TC-83 Vero 10K pilot screen=0.3
O=S(=O)(c1ccc2nnn(O)c2c1)N1CCOCC1	-7%	-1%	.	-8%	1.2%
Cc1c(Cl)cnc(NC(=O)COC(=O)c2cc3c(s2)CCC(C)C3)c1Cl (stereo unspecified)	-9%	41%	0%	30%	0.7%
CCS(=O)(=O)N1CCc2cc(OC)c(OC)cc2C1	9%	-4%	3%	1%	6.8%
CC(=O)N(C)c1ccc(C=C2C=Cc3ccccc32)cc1	-12%	.	.	.	4.3%
O=C(O)C1CN2CCC1CC2 (stereo unspecified)	1%	-1%	5%	-7%	1.6%
Cc1ccc(S(C)(=O)=O)cc1C(=O)OCC(=O)N(Cc1ccccc1)Cc1ccccc1	-15%	-3%	.	25%	7.0%
c1ccc(CNc2ncnc3ccccc23)cc1	-3%&-2%	7%&5%	?	12%&6%	0.8%
CCS(=O)(=O)c1ccc2oc(Nc3ccccc3Cl)nc2c1	7%	-4%	-3%	3%	0.1%
CC(=O)Nc1ccc(NC(=O)c2cccc(S(=O)(=O)N(C)C3CCCCC3)c2)cc1	-5%	-12%	.	-11%	0.0%

Five compounds from above, sorted by count of non-hydrogen atoms, highest first.
SMILES	H1N1 NS1A inhibition	H37Rv inhibition	Salmonella PhoP GFP	M. tuberculosis	VEEV TC-83 Vero	others
Cc1cc(C(=O)CS(=O)(=O)c2ccc(F)cc2)cc(C)c1OC(=O)N(C)C	-14%	-9%	4%	3%	5.2%
Cc1cc(C)c(S(=O)(=O)c2ccccc2C)c(N(C)C)n1	-2%	-4%	3%	-12%	i
O=S(=O)(c1ccc2nnn(O)c2c1)N1CCOCC1	-7%	-1%	.	-8%	1.2%
c1ccc(CNc2ncnc3ccccc23)cc1	-3%&-2%	7%&5%	?	12%&6%	0.8%
O=C(O)C1CN2CCC1CC2 (stereo unspecified)	1%	-1%	5%	-7%	1.6%

Additional entries.
SMILES	H1N1 NS1A inhibition	H37Rv inhibition	Salmonella PhoP GFP	M. tuberculosis	VEEV TC-83 Vero	others
O=C(NC1CCCC1)C(c1cccnc1)N(C(=O)c1csnn1)C1CC1 (stereo unspecified)	-8%	1%	-1%	-4%	2.2%
c1ccc(-c2nccc(-c3ccc(-n4cnc5ccccc54)cc3)n2)cc1	7%	16%	4%	8%	0.6%
CSc1ccc(CCNC(=O)Cn2ncc3c([nH]c4ccccc43)c2=O)cc1	-16%	-4%	-15%	-8%	3.4%
CCOc1ccc(NC(=O)CNC(=O)c2ccc(OC)c(OC)c2)cc1	1%	-5%	10%	6%	i
S=c1[nH]ccn1-c1cccc(Cl)c1	-11%	2%	8%	-13%	i
COc1cccc(-c2nc(CC(=O)O)cs2)c1OC	3%	-6%	9%	-21%	6.0%
CC(C(=O)NC(C)(C)C)N(Cc1cccs1)C(=O)CCN1CCc2ccccc21 (stereo unspecified)	4%	2%	9%	42%	4.5%
CSc1ncc(C(=O)Nc2ccc(Cl)cc2)c(C)n1	17%	?	-3%	?	0.4%
CCCNC(=O)c1ccccc1NC(=O)CN(c1ccccc1OCC)S(C)(=O)=O	5%	11%	6%	3%	1.6%	VEEV TC-83 Vero 10K pilot screen=3.3
CCC[C@@H]1C[C@@H](C(=O)NC(C(C)Cl)[C@H]2O[C@H](SC)[C@H](O)[C@@H](O)[C@H]2O)N(C)C1 (stereo partly specified)	2%	1.5µM*	2%	59%	1.4%
COC1OC(COCc2ccccc2)C(N)C(OCc2ccccc2)C1OCc1ccccc1 (stereo unspecified)	0%	.	.	.	0.3%
COc1cc(-c2nc(CN3CCN(C(=O)c4ccco4)CC3)c(C)o2)ccc1F	1%	8%	-9%	9%	9.1%
O=C(N/N=C/c1cccc(Br)c1)c1ccc(Br)cc1	2%	3%	10%	34%	3.1%
COc1ccc(CCNC(=O)CSc2nnnn2-c2ccccc2)cc1	-14%	-6%	3%	6%	0.6%
COc1cc(C(c2c(C)n(C)n(-c3ccccc3)c2=O)c2c(C)n(C)n(-c3ccccc3)c2=O)cc(Br)c1O	5%	5%	-4%	14%	i
Cc1ccc(Cn2nnnc2CN2CCC(O)(c3cccnc3)CC2)cc1	-2%	4%	4%	4%	0.5%
c1ccc2nc3ccccc3nc2c1	-1%	-4%	-7%	4%	1.2%
CCOC(=O)c1[nH]c(C)c(C(=O)Nc2ccc(Cl)cc2)c1C	-6%	0%	8%	-2%	1.0%
Cc1cccc(C)c1NC(=O)CN(C)C(=O)c1cc(S(=O)(=O)N2CCOCC2)ccc1N1CCCC1	0%	-4%	7%	25%	0.2%
COc1ccccc1NC(=O)COC(=O)C12CC3CC(CC(Br)(C3)C1)C2	-5%	14%	.	12%	6.5%
O=C(CCCOc1ccc(Cl)cc1Cl)N/N=C/c1ccco1	8%	8%	1%	46%	i
CCN(CC)CCNC(=O)c1ccc(NC(=O)Cc2ccccc2F)cc1	-12%	-5%	3%	3%	0.4%
Cc1ccc(NS(=O)(=O)c2csc(C(N)=O)c2)cc1C	-2%	3%	-4%	2%	1.6%
CCOC(=O)N1CCC(NC(=O)c2cn(-c3ccc(OC)cc3)c(=O)c3ccccc23)CC1	2%	-2%	9%	21%	5.9%
COc1ccccc1C1CC(c2cccs2)=Nc2ccccc2S1 (stereo unspecified)	7%	?	-7%	76%	i	VEEV TC-83 Vero 10K pilot screen=5.3
NC(=O)C1CC(=O)N(Cc2ccc3c(c2)OCO3)C(=Nc2ccccc2)S1 (stereo unspecified)	4%	5%	-8%	1%	0.4%
Cc1ccc([N+](=O)[O-])cc1NC(=O)CN1CCC(C)CC1	8%	-9%	-2%	-9%	5.9%
CCOc1ccc(NC(=O)CN2CCN(C(=O)c3ccco3)CC2)cc1S(=O)(=O)N1CCCC1	-12%	0%	.	10%	1.1%
